Screens: PubChem, Johns Hopkins Ion Channel Center
TMEM16A act: activators or potentiators of mouse TMEM16A chloride channel | B-score at 10 µM | AID 623877 | HEK293 TMEM16A/YFP-H148Q/I152L, iodide quench fluorescence; stronger effect = lower value | actives 0.3% (n = 340,000);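 active = fluorescence-ratio B-score plate-corrected deviation score at least 3 library SD below zero, with starting fluorescence score within 5 deviations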;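 note: channel opened by trigger with iodide after compound preincubation; score built on the fluorescence ratio of max minus min over baseline; more negative score means more quench and so TMEM16A activation or potentiation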
KCNK3 inh: human KCNK3 channel inhibition, primary screen; AID 602410; CHO-KCNK3 thallium flux, FluxOR fluorescence; stronger effect = lower value; actives 0.84% (n = 340,000); B-score at 10 µM;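 active = B-score under library mean minus 4 SD, starting fluorescence ratio at most library mean plus 5 SD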;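 note: more negative B-score means stronger inhibition of thallium flux through KCNK3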
Target sequence (O14649 whole entry, looked up): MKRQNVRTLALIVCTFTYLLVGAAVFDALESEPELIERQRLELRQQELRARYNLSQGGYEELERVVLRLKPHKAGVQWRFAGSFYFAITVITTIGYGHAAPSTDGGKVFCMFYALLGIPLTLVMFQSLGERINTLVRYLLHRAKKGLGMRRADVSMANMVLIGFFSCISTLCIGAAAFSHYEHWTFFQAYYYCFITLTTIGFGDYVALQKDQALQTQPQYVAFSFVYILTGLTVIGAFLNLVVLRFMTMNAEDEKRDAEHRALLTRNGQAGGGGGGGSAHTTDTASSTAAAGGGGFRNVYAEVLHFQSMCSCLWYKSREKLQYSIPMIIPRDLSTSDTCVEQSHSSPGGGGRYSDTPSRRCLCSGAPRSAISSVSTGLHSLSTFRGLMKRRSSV
Starred values were filed as active, the others as inactive; i = inactive. Not all compounds are listed (hit frequency here may not be typical).

SMILES	TMEM16A act	KCNK3 inh
CCOC(=O)C1C(=O)NC(C(=O)OCC)(C(=O)OCC)C1C(C)CC (stereo not drawn)	i	i
O=C(Nc1ncccc1O)c1cccc(S(=O)(=O)N2CCN(c3ccc(F)cc3)CC2)c1	i	i
COc1ccccc1C(CNC(=O)CNC(=O)c1cccc(Cl)c1)N1CCCC1 (stereo not drawn)	i	i
O=C(NN1CCCCCC1)c1ccccc1F	i	i
S=c1[nH]nc(SCc2ccccc2)c2[nH]cnc12	i	i
CCCc1nnn(S(=O)(=O)c2ccc([N+](=O)[O-])cc2)c1CCC	i	i
CCOC(=O)c1sc(NC(=O)CC2OC(=O)c3ccccc32)nc1C (stereo not drawn)	i	i
Cc1cc(C(=O)COC(=O)c2ccc(NC(=O)CC#N)cc2)c(C)n1C1CC1	i	i
CCOC(=O)c1c(CC(C)C)csc1NC(=O)COC(=O)c1ccc(O)cc1	i	i
CCCCCCn1c(=O)[nH]c2nc3cc(N)c(C)cc3nc2c1=O	i	i
CC(Sc1nnc(-c2ccccc2F)o1)C(=O)Nc1ccc(N2CCOCC2)cc1 (stereo not drawn)	i	i
CN(C)/C=N/C1=C(C#N)C(c2cccs2)c2ccc3ccccc3c2O1 (stereo not drawn)	i	i
O=C(NNC(=O)c1cccc2ccccc12)c1ccc(Cl)c(Cl)c1	i	i
Cc1c2cnccc2c(C)c2c1oc1ccccc12	i	i
N#Cc1ccc(COC(=O)C2CC(=O)N(CCc3ccccc3)C2)cc1 (stereo not drawn)	i	i
Cc1cccc(NC(=O)CNC(=O)Cn2cc(C(F)(F)F)cc(Cl)c2=O)c1C	i	i
Cc1cc(C(=O)N/N=C2\CCCC(=O)C2)c(C)o1	i	i
Cc1ccc(-c2nc(=S)c3c(n2Cc2ccco2)CCCC3)cc1	i	i
CCN1CCC(O)(C(C(=O)OC)c2ccccc2)CC1 (stereo not drawn)	i	i
CCCn1c(N)c(C(=O)CN(C)CC(=O)Nc2ccccc2C(F)(F)F)c(=O)[nH]c1=O	i	i

Compounds shown so far with an aryl thioether with sulfur outside any ring, in the order listed:
SMILES	TMEM16A act	KCNK3 inh
S=c1[nH]nc(SCc2ccccc2)c2[nH]cnc12	i	i
CC(Sc1nnc(-c2ccccc2F)o1)C(=O)Nc1ccc(N2CCOCC2)cc1 (stereo not drawn)	i	i

The results go on:
SMILES	TMEM16A act	KCNK3 inh
CC(C)Cn1cnc2c(SCc3ccccc3)nc(N)nc21	i	i
CC1CCc2c(sc(NC(=O)CSc3nc(N)cc(=O)[nH]3)c2C(N)=O)C1 (stereo not drawn)	i	i
O=S(=O)(c1ccccc1)N1CCNc2ccccc21	i	i
COc1cc(C=CC(=O)OCC=Cc2ccc3c(c2)OCO3)cc(OC)c1OC	i	i
CCOC(=O)c1c(NC(=O)CN2C(=O)N(C)C3(CCCCC3)C2=O)sc(C(=O)N(C)C)c1C	i	i
CN(C)C(CNC(=O)c1cc(S(=O)(=O)N(C)c2ccc(F)cc2)ccc1Cl)c1cccs1 (stereo not drawn)	i	i
COc1cc(OC)c(C(=O)OCC(=O)Nc2cccc(S(=O)(=O)NC3=NCCCCC3)c2)cc1OC	i	i
O=C(O)c1ccc(OS(=O)(=O)c2ccc(Cl)s2)c(Cl)c1	i	i
Cc1ccc(NC(=O)COc2ccc3c(c2)OCO3)c(Cl)c1	i	i
COc1ccc(Br)cc1C(=O)CCC(=O)OCC(=O)Nc1cc(C(N)=O)cc(C(N)=O)c1	i	i
CCCCn1cnc2c(SCc3ccccc3Cl)nc(N)nc21	i	i
CCOC(=O)C1=C(C2=CCCCC2)c2ccc(OC)cc2N(S(=O)(=O)C(F)(F)F)C1C(=O)OCC (stereo not drawn)	i	i
CNC(=O)c1nn(C)c(=O)[nH]c1=O	i	i
c1ccc(CCCCc2ccccn2)cc1	i	i
COCCN(C(=O)COC(=O)c1ccc(-c2ccccc2)cc1)c1c(N)n(Cc2ccccc2)c(=O)[nH]c1=O	i	i
O=C(CSc1nnc(C2CC2)n1C1CC1)c1cc(F)ccc1F	i	i
CC(=O)Nc1ncc(Sc2ccc([N+](=O)[O-])cc2)s1	i	i
Cc1ccccc1C(=O)c1ccccc1C(=O)c1ccccc1	i	i
CCN(CC)CCOCCn1c(C)ccc1C	i	i
Cc1ccc(NC(=O)CN2C(=O)NC(C)(C)C2=O)cc1S(=O)(=O)N1CCCCCC1	i	i
O=S(c1ccccc1)C(c1ccccc1)c1ccccc1 (stereo not drawn)	i	i
Cn1c(=O)c2[nH]c(C3CC3)nc2n(C)c1=O	i	i
COc1ccc(NC2=Nc3ccccc3N[C@@]23C[C@H]2CCCC(=O)N4CC[C@@H](C3)[C@@H]24)cc1	i	i
CSC1SCC2C(=O)N(C)C(C(C)C)C(=O)OCC(NC(=O)c3cnc4ccccc4n3)C(=O)NC(C)C(=O)N(C)C1C(=O)N(C)C(C(C)C)C(=O)OCC(NC(=O)c1cnc3ccccc3n1)C(=O)NC(C)C(=O)N2C (stereo not drawn)	i	i
O=C1C(=Cc2ccco2)CCC1=Cc1ccco1	i	i
NNC(=O)C1C(O)CCC2CN3CCc4c([nH]c5ccccc45)C3CC21 (stereo not drawn)	i	i
O=C1C=C(O)c2[nH]c(=O)ccc2C1=O	i	i
CC(C)c1ccc(C(=O)NNC(=O)c2n[nH]c(=O)c3ccccc23)cc1	i	i
O=[N+]([O-])c1ccc(CC(Cl)c2ccccn2)cc1 (stereo not drawn)	i	i
O=C(O)CC1Cc2ccccc2C1C(=O)O (stereo not drawn)	i	i
CCNc1nnc(SCC(=O)c2cc(C)n(C3CC3)c2C)s1	i	i
NC(=O)C1C(=O)c2ccccc2C1(C[N+](=O)[O-])c1ccccc1 (stereo not drawn)	i	i
N#Cc1ccc(CCc2ccccc2)[nH]c1=O	i	i
O=C(CN1C(=O)NC2(CCCC2)C1=O)N1CCCSC1=Nc1ccccc1	i	i
COC1=C/C(=C/c2c(N)n3nc(-c4ccc(C)cc4)sc3nc2=O)C=CC1=O	i	i
Cc1cccn2c(=S)[nH]nc12	i	i
O=C(COc1ccccc1)N[C@@H]1c2ccccc2CC[C@H]1OCc1ccccc1	i	i
O=[N+]([O-])c1ccc2c(c1)N([O-])C1(CCCCC1)[N+]2=O	i	i
CN(Cc1ccccc1)c1ncnc2[nH]ncc12	i	i
Cc1ccn2cc(C(=O)Nc3cccc(C(=O)NC4CC4)c3)nc2c1	i	i
Cc1ccc(NCSc2ccc(Cl)cc2)cc1	i	i
O=C1c2ccccc2NC(c2cccs2)N1O (stereo not drawn)	i	i
Nc1nc(Cl)c(N)c(NCC2(CO)CC(CCc3ccccc3)C2)n1 (stereo not drawn)	i	i
O=C(c1ccccc1)N1CCN(c2ccccc2)CC1	i	i
COCCN(C(=O)COC(=O)CNC(=O)c1ccc(C)cc1)c1c(N)n(Cc2ccccc2)c(=O)[nH]c1=O	i	i
Cc1ccc(C(=O)N[C@H](C(=O)Nc2ccc(N3CCOCC3)cc2)C(C)C)cc1	i	i
NC(=O)C1CCCN(C(=O)c2cccc(NC(=O)c3cccs3)c2)C1 (stereo not drawn)	i	i
N#Cc1ccc(N)cc1OCCCN1CCCCC1	i	i
COc1cc(O)c2c(=O)c3c(O)ccc(O)c3oc2c1	i	i
CCc1cccc(C)c1NC(=O)c1cc(-c2ccncc2)nc2ccccc12	i	i

Among those listed so far, these contain a nitro group on carbon:
SMILES	TMEM16A act	KCNK3 inh
CCCc1nnn(S(=O)(=O)c2ccc([N+](=O)[O-])cc2)c1CCC	i	i
CC(=O)Nc1ncc(Sc2ccc([N+](=O)[O-])cc2)s1	i	i
O=[N+]([O-])c1ccc(CC(Cl)c2ccccn2)cc1 (stereo not drawn)	i	i
NC(=O)C1C(=O)c2ccccc2C1(C[N+](=O)[O-])c1ccccc1 (stereo not drawn)	i	i
O=[N+]([O-])c1ccc2c(c1)N([O-])C1(CCCCC1)[N+]2=O	i	i

(cont.)
SMILES	TMEM16A act	KCNK3 inh
Cc1cc(C(=O)COc2ccc(Br)cc2F)c(C)n1C1CC1	i	i
COc1ccc(-c2nnc(-c3ccc4ccccc4c3)o2)cc1	i	i
C[n+]1c(-c2ccc(C=NNC(=O)c3ccc(C(=O)NN=Cc4ccc(-c5cn6ccccc6[n+]5C)cc4)cc3)cc2)cn2ccccc21	i	i
CCn1c2ccccc2c2cc(/C=C(/C#N)C(N)=S)ccc21	i	i
Cc1noc(C)c1COc1ccccc1C(=O)N1CCN(S(=O)(=O)c2ccccc2C#N)CC1	i	i
COc1ccc(CN(C)C(=O)COC(=O)c2ccc(-c3ccccc3)cc2)c(OC)c1OC	i	-9.3*
CN1C[C@@H]2[C@@H]3C(=O)N(Cc4ccccc4)C(=O)[C@@H]3[C@](Cc3ccccc3)(C1=O)N2C(=O)c1ccc(Cl)cc1	i	i
COc1ccc(C[C@@H]2OC3(C=CC(=O)C=C3)O[C@H]2Cc2ccc(OC)cc2)cc1	i	i
O=c1c2c3nc4ccccc4nc3n(CCN3CCOCC3)c2ncn1CCN1CCOCC1	i	i
Cc1ccc2nc(SCC(=O)Nc3ccc4[nH]c(=O)[nH]c4c3)[nH]c2c1	i	i
CC(=O)OC1CCC2C3CCC4=C(CC(F)C(=O)C4)C3CCC12C (stereo not drawn)	i	i
O=C1CC2(CCN1)CCN(Cc1ccccc1)CC2	i	i
Cc1c(C(=O)c2ccc3c(c2)OCO3)ccc2c1OCO2	i	i
Cc1cccc(NC(=S)N2CCC(C(=O)c3ccc(F)cc3)CC2)c1	i	i
CCN(CC)S(=O)(=O)c1cc(NC(=O)c2ccccc2OCc2c(C)noc2C)ccc1C	i	i
COc1ccc(-c2cccc(-c3cc(=O)oc4cc5c(cc34)OCO5)c2)cc1	i	i
COC(=O)c1ccc(CSc2nc3c(cnn3-c3ccc(Cl)cc3)c(=O)[nH]2)o1	i	i
CC(=O)NC12CC3CC(C1)CC(C(=O)N1CCN(S(=O)(=O)c4ccccc4C#N)CC1)(C3)C2	i	i
CN(Cc1nc2ccccc2c(=O)[nH]1)C(=O)c1cccc(NC(=O)c2cccs2)c1	i	i
CCN(C(=O)CSc1nc2ccc(O)cc2c(=O)n1-c1ccc(OC)c(OC)c1)C1CCS(=O)(=O)C1 (stereo not drawn)	i	i
COc1ccccc1N1CC(C(=O)OCC(=O)Nc2cc(C)on2)CC1=O (stereo not drawn)	i	i
O=C(NN=Cc1ccc2c(c1)OCO2)c1ccncc1	i	i
O=C(O)C(c1ccccc1)C(O)c1ccc2c(c1)OCO2 (stereo not drawn)	i	i
CC(Sc1nnc(-c2cccnc2)n1N)C(=O)NCCC1=CCCCC1 (stereo not drawn)	i	i
Cc1ccc(S(=O)(=O)N2CCCN(C(=O)c3ccc(-n4nccc4C)cc3)CC2)cc1	i	i
Cc1cc(N)nc(=O)n1C1CC(O)C(CO)O1 (stereo not drawn)	i	i
CSCCC(NC(=O)c1ccc(Cl)cc1Cl)C(=O)N1CCN(C(=O)c2ccccc2)CC1 (stereo not drawn)	i	i
CC1CCCCC12NC(=O)N(CC(=O)Nc1ccccc1F)C2=O (stereo not drawn)	i	i
CCC1(c2ccc(OC)cc2)NC(=O)N(CC(=O)N2CCc3ccccc32)C1=O (stereo not drawn)	i	i
CC(=O)c1ccc(S(=O)(=O)Nc2ccc(C(=O)N(C)CC(=O)Nc3cccc(C)c3C)cc2)cc1	i	i
COc1ccc(-c2ccc(-c3cc(=O)oc4c(C(C)C)ccc(C)c34)cc2)cc1	i	i
C=CCN(Cc1cccs1)C(=O)CN1CCN(S(=O)(=O)c2ccc3c(c2)OCCCO3)CC1	i	i
O=C(NNC(=O)C1COc2ccccc2O1)c1ccccc1O (stereo not drawn)	i	i
COC(=O)C1CC(O)C(O)C(O)C1 (stereo not drawn)	i	i
Cc1cc(C)c(NS(=O)(=O)c2ccccc2)c(C)c1NS(=O)(=O)c1ccccc1	i	i
Cc1noc(C)c1COc1ccccc1C(=O)NCCc1ccccc1	i	i
O=C1c2ccccc2[C@@H]2CC(O)C(O)CCN12 (stereo partly drawn)	i	i
O=C1N(c2ccccc2)C(c2ccccc2)C12CCCCC2 (stereo not drawn)	i	i
COc1ccc(NC(=O)CN2CCN(CC(=O)Nc3cc(OC)cc(OC)c3)CC2)cc1	i	i
Cc1ccc(NC(=O)CCNC(=O)c2ccccc2Cl)cc1S(=O)(=O)N1CCOCC1	i	i
COc1ccc(CNC(=O)N2CCN(C(=O)c3ccccc3)CC2)cc1	i	i
COc1ccc(C=C2SC(=S)NC2=O)cc1	i	i
COc1ccc(N2CCN(Cc3nc4c(c(=O)n(C)c(=O)n4C)n3Cc3ccccc3C)CC2)cc1	i	i
O=S(=O)(O)c1cc(Cl)cc(N=Nc2ccc(O)cc2O)c1O	i	i
c1ccc2c(c1)-c1ccccc1C2N1CCOCC1	i	i
COc1ccc(NC(=O)COC(=O)c2cc(C)oc2C)c([N+](=O)[O-])c1	i	i
Cc1ccc2sc(C)cc(=O)c2c1	i	i
COc1ccc(C(=O)C(C)C(C)=O)c(OCc2ccccc2)c1OC (stereo not drawn)	i	i
CN1CC[C@@H]2C(=O)N3CCc4ccc(Br)cc4[C@@H]3C[C@@H]21	i	i
CCCS(=O)(=O)Nc1ccc(N2CCCCC2)c(S(=O)(=O)Nc2ccccc2OC)c1	i	i
C[C@H]1CN([C@@H](C)CO)C(=O)Cc2cc(NS(C)(=O)=O)ccc2O[C@@H]1CN(C)Cc1ccc(Cl)c(Cl)c1	i	i

Four records drawn at random from those above, as already listed:
SMILES	TMEM16A act	KCNK3 inh
COc1ccc(N2CCN(Cc3nc4c(c(=O)n(C)c(=O)n4C)n3Cc3ccccc3C)CC2)cc1	i	i
COc1ccc(CNC(=O)N2CCN(C(=O)c3ccccc3)CC2)cc1	i	i
Cc1ccc2sc(C)cc(=O)c2c1	i	i
COc1ccc(NC(=O)COC(=O)c2cc(C)oc2C)c([N+](=O)[O-])c1	i	i
